Bioassay records (PubChem BioAssay)
p53ts 39C tox: qHTS Screen for Compounds that Selectively Target Cancer Cells with p53 Mutations: Cytotoxicity of p53ts Cells at the Nonpermissive Temperature | actives 1.5% (n = 130,000) | AID 902, 2007 | H1299-p53A138V viability at 39C, ATP luminescence, 24 h | Potency, µM (top dose mostly 46.1 µM), for inactives: at the top dose activity change, negative = cell killing, usual class: cytotoxic; also: nearly all actives have a fitted effect of over 55% in size
p53ts 32C tox: qHTS Screen for Compounds that Selectively Target Cancer Cells with p53 Mutations: Cytotoxicity of p53ts Cells at the Permissive Temperature | H1299-p53A138V at 32C, ATP luminescence viability, 24 h | Potency, µM (doses to about 46.1 µM), for inactives: at the highest dose activity change, negative = cytotoxicity, actives largely listed as cytotoxic | actives 0.93% (n = 130,000) | AID 924, 2007;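 also: 0% = DMSO and -100% = full killing by reference compound; nearly all actives have a fitted effect of over 55% in size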
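Viability by ATPlite luminescence after 24 h compound treatment (up to 46 uM) at the permissive 32C. Cells are H1299 carrying p53 A138V. Scale runs from DMSO basal to 100 uM tamoxifen as full kill; AC50 from Hill fits.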
Peg3 imprint: qHTS Assay for Compounds that Induce Erasure of Genomic Imprints; actives 0.02% (n = 110,000); mouse ES Peg3-LacZ reporter, beta-gal luminescence, 40 h; Potency, µM (highest dose often 60.7 µM), without a hit: at the top dose activity change, positive = activation, hits mostly activators;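 also: 0% = negative control wells on the plate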
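Imprint erasure is scored as LacZ activity from the silenced maternal Peg3 allele in feeder-free female ES cells cultured 40 h with LIF. Luminescence is normalized to in-plate negative controls and fitted to the Hill equation.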
IkB sig inh: IkB Signaling; Potency, µM (doses to about 57.1 µM), without a hit: at the top dose IkBa stabilization activation; AID 445, 2006; ABC-DLBCL IkBa-CBG/CBR dual luciferase ratio, 4 h; response scale: scaled: untreated 0%, proteasome inhibitor 100%; actives 0.04% (n = 110,000); active = well fitted curve in the direction sought with a large enough effect in the signal ratio, not every such curve was filed as active; inconclusive = small, poorly fitted or top-dose-only effect, or a change in a side signal; the % refers to the signal ratio;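 also: the direction sought is a rising ratio; 0% = basal untreated cells and 100% = reference inhibitor full response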
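In this assay, an IκBα–CBG68 fusion accumulates when IKK-driven degradation is blocked; native CBR normalizes for cell number. OCI-Ly3 cells were treated 4 h with compound and doxycycline, then green and red light read after Chroma-Glo addition.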
An asterisk follows results filed as active; [ ] = remark or other dose. Unless noted, calls follow the shape of the dose curve; as a rule, active = well fitted curve in the direction sought with a large enough effect; inconclusive = small, poorly fitted or top-dose-only effect, or another doubt; inactive = no such curve, though single readings can be large; an effect the other way counts as inactive or inconclusive. Unless noted, % is scaled to controls: 0 for no effect and ±100 for the full control effect; potency is read from the fitted curve at half-maximal effect.

For CCCC(=O)Oc1c(Sc2ccc(Cl)cc2)c(C)nn1-c1ccccc1 the results were p53ts 39C tox 4%, p53ts 32C tox inconclusive, Peg3 imprint 9%[10.9 µM] and IkB sig inh inconclusive.
`CC(=O)Nc1cccc(OCC(=O)NS(=O)(=O)c2ccc(C)cc2)c1` gave p53ts 39C tox 13%, p53ts 32C tox 7%, Peg3 imprint -7% and IkB sig inh 2.0%.
For CC(C)CNC(=O)C(=O)Nc1c2c(nn1-c1ccc(Cl)cc1)CSC2 the results were p53ts 39C tox -24%, p53ts 32C tox -1%, Peg3 imprint 21%[10.9 µM] and IkB sig inh inconclusive.
O=C(Cc1ccccc1)NC(NNc1ccccc1)(C(F)(F)F)C(F)(F)F was read as p53ts 39C tox -10% and p53ts 32C tox -14%.
For O=C(Cn1c(=O)c2cccn2c2ccc(F)cc21)N1CCN(c2ccccc2F)CC1 the results were p53ts 39C tox inconclusive, p53ts 32C tox 21%, Peg3 imprint -8%[10.9 µM] and IkB sig inh 3.8%.
CC(=O)Nc1cccc(C(=O)N2CCN(Cc3ccccc3)CC2)c1 was read as p53ts 39C tox -5%, p53ts 32C tox 1%, Peg3 imprint -7% and IkB sig inh -0.9%.
CC(C)CN1CC[C@@]2(CCCN(C(=O)c3ccco3)C2)C1 was read as p53ts 39C tox 10%, p53ts 32C tox -1% and IkB sig inh -1.9%[11.4 µM].
For O=[N+]([O-])c1cc(-c2nc(-c3ccccc3)no2)ccc1N1CCN(c2ccccc2)CC1 the results were p53ts 39C tox -16%, p53ts 32C tox 1%, Peg3 imprint -5%[10.9 µM] and IkB sig inh inconclusive.
Screening CC(C)OC(=O)CCC(=O)Nc1nc2ccccc2s1 returned p53ts 39C tox 3%, p53ts 32C tox -11%, Peg3 imprint -16% and IkB sig inh -2.3%.
Screening COc1ccccc1NC(=O)c1nnn(CC(=O)Nc2ccccc2)c1N returned p53ts 39C tox -10%, p53ts 32C tox 14%, Peg3 imprint -2% and IkB sig inh 4.3%.
`N#Cc1cccc(NC(=O)N2CCCC3(CCN(C(=O)c4ccco4)CC3)C2)c1` gave p53ts 39C tox 3%, p53ts 32C tox 0% and IkB sig inh -0.1%[11.4 µM].
Screening O=C1CCCC=C1[C@@H](O)CCOCc1ccccc1 returned p53ts 39C tox 0%[9.22 µM] and p53ts 32C tox -7%[9.22 µM].
For COc1ccc(CNC(=O)CCc2cn(Cc3cc(C)ccc3C)c3ccccc23)cc1OC the results were p53ts 39C tox -10%, p53ts 32C tox 1%, Peg3 imprint -18%[10.9 µM] and IkB sig inh inconclusive.
Screening COc1ccc(C2=Nc3ccccc3N(CC(=O)Nc3cccc(C(C)=O)c3)C(=O)C2)cc1 returned p53ts 39C tox -10%, p53ts 32C tox 5%, Peg3 imprint -8%[10.9 µM] and IkB sig inh 23%.
Screening CCCCc1cc(O)c(CCCC)c(O)c1 returned p53ts 39C tox -21%, p53ts 32C tox -12%, Peg3 imprint -15% and IkB sig inh inconclusive.
O=C(NCc1ccco1)c1c(O)c2cccc3c2n(c1=O)CCC3 was read as p53ts 39C tox 4%, p53ts 32C tox 9%, Peg3 imprint -1% and IkB sig inh 1.2%.
Screening CCOCCCNC(=O)CCc1nnc2ccc(N3CCN(c4cccc(OC)c4)CC3)nn12 returned p53ts 39C tox 6%, p53ts 32C tox -3%, Peg3 imprint -14%[10.9 µM] and IkB sig inh inconclusive.
O=C(Nc1ccc2c(c1)OCO2)N1CCN(c2ncccn2)CC1 was read as p53ts 39C tox -3%, p53ts 32C tox -9%, Peg3 imprint -21% and IkB sig inh -0.2%.
For CCOc1ccc(C(C(=O)NC2CCCCC2)N(C(=O)c2ccco2)c2ccc(-n3cnnn3)c(C)c2)cc1 (configuration not stated) the results were p53ts 39C tox 2% and p53ts 32C tox 12%.
For CC(=O)N1CCC[C@@]2(CCN(c3ncccn3)C2)C1 the results were p53ts 39C tox -6%, p53ts 32C tox -6% and IkB sig inh 3.3%[11.4 µM].
For C#CCOC(=O)CCCC(=O)Nc1ccccc1OC the results were p53ts 39C tox -4%, p53ts 32C tox -2%, Peg3 imprint 1% and IkB sig inh 0.0%.
Cc1ccccc1-c1noc(-c2ccccc2OCC(=O)Nc2ccccc2[N+](=O)[O-])n1 was read as p53ts 39C tox -18%, p53ts 32C tox 6%, Peg3 imprint -17%[10.9 µM] and IkB sig inh inconclusive.
For COc1ccccc1-c1ccc2ncnc(NCc3cnc(C)cn3)c2c1 the results were p53ts 39C tox -7%, p53ts 32C tox 5%, Peg3 imprint -22% and IkB sig inh 1.6%[11.4 µM].
For CCc1ccc(NC(=O)C2=C(C)C(=O)OC23CCCCC3)cc1 the results were p53ts 39C tox 7%, p53ts 32C tox 11%, Peg3 imprint -3%[10.9 µM] and IkB sig inh -1.3%.
`O=C(NCCc1cccs1)c1ccc(Cn2c(SCc3cccc(F)c3)nc3cccnc32)cc1` gave p53ts 39C tox -2%, p53ts 32C tox 9%, Peg3 imprint -11%[10.9 µM] and IkB sig inh -1.5%.
Screening Cc1cc(C)cc(-n2c(SCC(=O)N3CCCC3)nc3c([nH]c4ccccc43)c2=O)c1 returned p53ts 39C tox -18%, p53ts 32C tox 2%, Peg3 imprint 1%[10.9 µM] and IkB sig inh -0.8%.
For CN1CCN(c2nc(-c3cccc(NS(C)(=O)=O)c3)nc3ccccc23)CC1 the results were p53ts 39C tox -9%, p53ts 32C tox -12%, Peg3 imprint -12% and IkB sig inh -1.7%[11.4 µM].
For CCOC(=O)CNC(=O)CSc1nnc(SCC(=O)NCC(=O)OCC)s1 the results were p53ts 39C tox 9%, p53ts 32C tox -5%, Peg3 imprint -2% and IkB sig inh -1.3%.
For COCCCNC(=O)c1cc2c(-c3ccc(Cl)cc3)nn(C)c2s1 the results were p53ts 39C tox -18%, p53ts 32C tox -5%, Peg3 imprint -19% and IkB sig inh -1.3%.
Screening CCOC(=O)C1CCCN(Cc2cc(Br)c(OC)cc2OC)C1 (configuration not stated) returned p53ts 39C tox -3%, p53ts 32C tox 2%, Peg3 imprint -3% and IkB sig inh -0.1%.
`C=CCNc1ncnc2c1cnn2-c1cccc(C)c1` gave p53ts 39C tox inconclusive, p53ts 32C tox inconclusive, Peg3 imprint -41%[inhibitor] and IkB sig inh 1.9%.
Screening Cc1ccc(C)cc1 returned p53ts 39C tox 11%, p53ts 32C tox 6%[1.84 µM], Peg3 imprint 11% and IkB sig inh 0.5%.
For CCCC(=O)Nc1ncnc2c1ncn2[C@@H]1O[C@H]2COP(=O)(O)O[C@@H]2[C@@H]1OC(=O)CCC the results were p53ts 39C tox -2%[20.6 µM], p53ts 32C tox -2%[20.6 µM], Peg3 imprint -9%[16.8 µM] and IkB sig inh -0.4%[25.6 µM].
Screening Cc1oc(-c2ccccc2Cl)nc1CS(=O)CC(=O)NCc1ccc(Cl)cc1 (configuration not stated) returned p53ts 39C tox -15%, p53ts 32C tox 1%, Peg3 imprint -6%[10.9 µM] and IkB sig inh inconclusive.
`N#Cc1c(-c2ccccc2)cc2nc3ccccc3n2c1N` gave p53ts 39C tox -9% and p53ts 32C tox 8%.
Screening COc1ccc(NC(=O)c2c(C)oc3ccc(O)c(CN4CCCC(C)C4)c23)cc1Cl (configuration not stated) returned p53ts 39C tox 32µM*, p53ts 32C tox inconclusive, Peg3 imprint -2%[10.9 µM] and IkB sig inh inconclusive.
`CC(C)(C)c1nc2ccccc2c2nnc(SCC(=O)NCc3ccco3)n12` gave p53ts 39C tox 3%, p53ts 32C tox 11%, Peg3 imprint -8% and IkB sig inh -0.6%.
For CCCC(=O)n1nc(-c2cccnc2)nc1NCc1ccc(OC)cc1 the results were p53ts 39C tox 3%, p53ts 32C tox 10%, Peg3 imprint -6%[10.9 µM] and IkB sig inh 1.4%.
Screening CCN(CC)CCCNC(=O)c1cc(-c2ccc(O)cc2)on1 returned p53ts 39C tox 2%, p53ts 32C tox 3%, Peg3 imprint 0% and IkB sig inh 3.5%.
`CC(C)NC(=O)CCCc1ccccc1` gave p53ts 39C tox 16%, p53ts 32C tox 2%, Peg3 imprint -1% and IkB sig inh -2.0%.
For CCOCCCNC(=O)C(NC(=O)C1CCC(C)CC1)C(C)C (configuration not stated) the results were p53ts 39C tox 13%, p53ts 32C tox 8%, Peg3 imprint -7%[10.9 µM] and IkB sig inh -1.1%.
O=C1c2ccccc2C(=O)N1CC1=CCS(=O)(=O)C1 was read as p53ts 39C tox 6%, p53ts 32C tox 11%, Peg3 imprint -11% and IkB sig inh -2.8%.
`CC(/C=N\NC(=O)CN1CCN(S(=O)(=O)c2ccc(C)cc2)CC1)=C\c1ccccc1` gave p53ts 39C tox -2% and p53ts 32C tox 2%.
For COc1ccccc1CNC(=O)c1ccc2nc3[nH]c4ccccc4c3nc2c1 the results were p53ts 39C tox 1% and p53ts 32C tox 4%.
`Cc1cc(C)n(-c2cc(N3CCOCC3)nc(-c3ccccc3)n2)n1` gave p53ts 39C tox -2%, p53ts 32C tox -11% and IkB sig inh 6.6%.
Screening CCNC(=O)c1c(O)c2cccc3c2n(c1=O)CC3 returned p53ts 39C tox -14%, p53ts 32C tox -8%, Peg3 imprint -6% and IkB sig inh 0.4%.
`COc1cccc(S(=O)(=O)Nc2ccc3sc(C)nc3c2)c1` gave p53ts 39C tox -12%, p53ts 32C tox -9%, Peg3 imprint 7% and IkB sig inh 0.5%.
Screening NC(=O)c1cc(S(=O)(=O)N2CCN(c3ccc(F)cc3)CC2)cs1 returned p53ts 39C tox -8%, p53ts 32C tox -9%, Peg3 imprint -11%[10.9 µM] and IkB sig inh -0.9%.
Screening O=C(C1CCCO1)N1CCC(c2nc3ccccc3[nH]2)CC1 (configuration not stated) returned p53ts 39C tox 0%, p53ts 32C tox -3% and IkB sig inh 0.1%.
CCCCOc1ccc(C(=O)NCCc2sc(-c3ccc(OC)c(OC)c3)nc2C)cc1 was read as p53ts 39C tox inconclusive, p53ts 32C tox 15%, Peg3 imprint -16%[10.9 µM] and IkB sig inh -0.1%.
Screening O=C(NCc1ccccc1)c1cccc(COc2cc(Cl)ccc2Cl)c1 returned p53ts 39C tox inconclusive and p53ts 32C tox -2%.
`Cc1cc2n(n1)C(c1sccc1C)Nc1c(C)cccc1-2` (configuration not stated) gave p53ts 39C tox -6%, p53ts 32C tox 0%, Peg3 imprint -11% and IkB sig inh -0.4%.
Screening CC(C)NC(=O)c1ccc(C2SCC(=O)N2Cc2ccccc2)cc1 (configuration not stated) returned p53ts 39C tox 6% and p53ts 32C tox 0%.
O=C(Nc1ccc(F)cc1)[C@@H](c1ccccc1)N1Cc2ccccc2C1=O was read as p53ts 39C tox -7%, p53ts 32C tox 24%, Peg3 imprint -4%[10.9 µM] and IkB sig inh inconclusive.
For COc1ccc(OC)c(NC(=O)/C=C/c2ccc(C)o2)c1 the results were p53ts 39C tox -13%, p53ts 32C tox 0%, Peg3 imprint 7%[10.9 µM] and IkB sig inh 1.3%.
Screening COc1ccc(CNc2ncnc3ccc(-c4ccc(C(=O)N(C)C)cc4)cc23)c(OC)c1 returned p53ts 39C tox 6%, p53ts 32C tox -2%, Peg3 imprint -7% and IkB sig inh -1.2%[11.4 µM].
For O=C(Cn1nnc2ccccc2c1=O)Nc1ccc2c(c1)CCC2 the results were p53ts 39C tox -1%, p53ts 32C tox 1%, Peg3 imprint -9% and IkB sig inh 6.8%.
For N#Cc1cccc(NC(=O)N2CCCC3(CCN(C(=O)c4cc(C(F)(F)F)cc(C(F)(F)F)c4)CC3)C2)c1 the results were p53ts 39C tox -10%, p53ts 32C tox -5% and IkB sig inh 3.9%[11.4 µM].

Some of these compounds in order of number of heavy atoms, smallest number first:
For COc1ccc(OC)c(NC(=O)/C=C/c2ccc(C)o2)c1 the results were p53ts 39C tox -13%, p53ts 32C tox 0%, Peg3 imprint 7%[10.9 µM] and IkB sig inh 1.3%.
Screening O=C(NCc1ccccc1)c1cccc(COc2cc(Cl)ccc2Cl)c1 returned p53ts 39C tox inconclusive and p53ts 32C tox -2%.
For N#Cc1cccc(NC(=O)N2CCCC3(CCN(C(=O)c4cc(C(F)(F)F)cc(C(F)(F)F)c4)CC3)C2)c1 the results were p53ts 39C tox -10%, p53ts 32C tox -5% and IkB sig inh 3.9%[11.4 µM].
